dFosB activator: activators of delta FosB homodimer, primary screen, biochemical, fluorescence polarization, TAMRA-CDK5 oligo, single point. activation, % at 25 µM. purified delta FosB; percent of positive-control signal above neutral wells. 340,000 compounds, 0.99% hits. AID 493131, 2011;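 active = mean activation above about 17%, with every replicate also reaching it, limit read from the data, passing the limit was not always enough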;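 note: fluorescence polarization rise as delta FosB binds a TAMRA Cdk5 AP-1 oligo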
Mot1-301 SUMO: yeast Mot1-301 growth rescue at high temperature, primary screen, SUMOylation pathway inhibitor project, S. cerevisiae, ATP luminescence, 38.5C. S. cerevisiae Mot1-301 growth rescue; percent above DMSO median, 100 means doubled. growth rescue, % at 18.8 µM. 320,000 compounds, 1% hits;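 active = every valid replicate shows activation above 250% relative to neutral control wells; inactive = the rest, any valid replicate at or below 250%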;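 note: OY570 slx delta 5 strain wells were the positive control but not used for scaling; some compounds called inactive have numbers as strong as hits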
SR-BI DiI-HDL act: activators of SR-BI mediated DiI-HDL uptake, primary screen, ldlA[mSR-BI] CHO cells, DiI fluorescence | activation, % at 12.5 µM | AID 504775, 2011 | 320,000 compounds, 0.096% hits | 3 h; 100 = double the neutral-control signal;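 active = mean replicate activation of at least 60% and every replicate at or above 60%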;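 note: 0% = median plate neutral-control signal and 100% = twice that signal; values of inactives mirror those of a sister screen read the other way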
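Material: SR-BI-overexpressing, LDLR-lacking CHO cells; schedule: compound exposure 3 h, 37 °C; reagent: DiI-labelled HDL at 10 µg/mL final; technique: bottom-read fluorescence, 550/595 nm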
Pemphigus Ab inh: inhibitors of pemphigus antibody binding to DSG3, primary screen, biochemical, bead-based, flow cytometry, scFv-GFP; DSG3-coupled beads, scFv-anti-DSG3-GFP binding; hits give low values; 310,000 compounds, 0.48% hits; binding (percent of control), % at 10 µM;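 active = binding more than 3 SD below its plate's average and above zero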;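 note: hits lower antibody fragment binding to DSG3; some compounds called inactive have numbers as strong as hits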
Target sequence (P32926 whole entry, looked up, the tested form may be a part): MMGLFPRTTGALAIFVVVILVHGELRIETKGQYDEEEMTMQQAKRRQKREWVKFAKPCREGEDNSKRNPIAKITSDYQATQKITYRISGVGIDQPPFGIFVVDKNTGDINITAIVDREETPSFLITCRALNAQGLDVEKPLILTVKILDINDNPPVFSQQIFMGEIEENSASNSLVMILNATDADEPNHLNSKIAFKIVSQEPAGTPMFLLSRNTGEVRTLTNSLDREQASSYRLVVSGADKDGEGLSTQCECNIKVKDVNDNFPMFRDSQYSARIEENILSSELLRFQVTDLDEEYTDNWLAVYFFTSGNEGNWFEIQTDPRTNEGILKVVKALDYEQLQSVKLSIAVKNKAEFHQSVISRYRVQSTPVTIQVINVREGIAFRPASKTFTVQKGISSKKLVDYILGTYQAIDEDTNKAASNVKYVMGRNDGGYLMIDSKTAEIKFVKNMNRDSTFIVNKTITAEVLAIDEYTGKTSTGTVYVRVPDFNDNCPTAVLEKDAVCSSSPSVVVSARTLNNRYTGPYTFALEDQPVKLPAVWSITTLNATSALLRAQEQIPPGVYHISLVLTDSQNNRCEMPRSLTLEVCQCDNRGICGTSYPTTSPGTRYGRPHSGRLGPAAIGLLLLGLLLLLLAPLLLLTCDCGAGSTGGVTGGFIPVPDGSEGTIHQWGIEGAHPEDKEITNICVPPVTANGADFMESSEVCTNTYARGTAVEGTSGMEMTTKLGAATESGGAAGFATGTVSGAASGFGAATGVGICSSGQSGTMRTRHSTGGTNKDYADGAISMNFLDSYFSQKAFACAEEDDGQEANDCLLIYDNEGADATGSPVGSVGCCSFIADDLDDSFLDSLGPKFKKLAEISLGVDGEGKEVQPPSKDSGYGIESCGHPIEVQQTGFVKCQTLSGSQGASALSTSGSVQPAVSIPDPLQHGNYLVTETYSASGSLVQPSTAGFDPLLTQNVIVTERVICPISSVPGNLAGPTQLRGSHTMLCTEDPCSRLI
PKA-R1A act: activators of PKA-R1A holoenzyme, primary screen, biochemical, fluorescence polarization, Cy5-IP20, bovine R1A, mouse PKAc. PKA-R1A dissociation; scaled: DMSO 0%, 113 µM cGMP 100%. AID 504707, 2011. activation, % at 11.4 µM. 340,000 compounds, 0.083% hits. cAMP-dependent protein kinase type I-alpha regulatory subunit (Bos taurus) + …;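 active = percent activation above the mean of all tested compounds plus 3 SD, cut at about 19% in these data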;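 note: higher means more PKAc released from R1A so a rise in polarization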
CDK5 inh: inhibitors of human CDK5/p35 kinase, primary screen, biochemical, single concentration; Cyclin-dependent kinase 5 (Homo sapiens) + Cyclin-dependent kinase 5 activator 1 (Homo …; Recombinant CDK5/p35, ADP-Glo luminescence, 60 min; inhibition, % at 10 µM; 330,000 compounds, 0.01% hits;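 active = highest replicate inhibition of at least 50% and at least 75% of replicates reaching 50%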;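 note: plate controls were DMSO neutral control for no effect and GW8510 at 10 µM for full effect; many of its hits are not listed in these tables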
MITF TRPM1 HTS: activators of MITF-driven TRPM1 promoter reporter, primary screen, cell-based, SK-MEL-5, luciferase, single point; 300,000 compounds, 0.75% hits; SK-MEL-5 TRPM1-promoter luciferase, 24 h; % of positive control, neutral wells = 0; activation, % at 12.5 µM;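 active = mean activation of at least 80% with every replicate also reaching 80%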;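 note: 0% = neutral control wells and 100% = parthenolide positive control wells; values of inactives mirror those of a sister screen read the other way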
SR-BI DiI inh: inhibitors of SR-BI mediated HDL lipid uptake, primary screen, ldlA[mSR-BI] cells, fluorescence, single point; Scavenger receptor class B member 1 (Mus musculus), Q61009; ldlA[mSR-BI] CHO cells, DiI-HDL uptake fluorescence, 3 h; inhibition, % at 12.5 µM; 320,000 compounds, 0.96% hits; AID 488896, 2010;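 active = mean replicate inhibition of at least 70% and a set share of replicates each scoring 70 or more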;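 note: 0% = median of neutral control wells and 100% = median of positive control wells; values of inactives mirror those of a sister screen read the other way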
PKA-R2B activ: activators of PKA-R2B holoenzyme, primary screen, biochemical, fluorescence polarization, Cy5-IP20, human; PKA-R2B holoenzyme dissociation; R2B truncated from residue 108, S112A mutant; 0% DMSO only, 100% 113 µM cGMP; 340,000 compounds, 0.079% hits; activation, % at 11.4 µM; AID 504700, 2011;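 active = activation above a cutoff set at the mean over all compounds plus 3 SD, cut at about 18% in these data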;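 note: higher means more holoenzyme dissociation and a rise in polarization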
NSD2 inh: NSD2 histone methyltransferase inhibitors, primary screen, biochemical, AlphaScreen, single concentration, set 2. 310,000 compounds, 0.54% hits. NSD2 peptide methylation, 120 min. inhibition, % at 12.5 µM. AID 743445, 2014; in the data active = inhibition above about 50%
Arrestin-AP2 inh: inhibitors of beta-arrestin/AP2 binding, primary screen, biochemical, GPCR trafficking, flow cytometry; inhibition, % at 10 µM; beta-arrestin 1 C-terminal peptide binding to AP2 beta2-adaptin appendage (human); 340,000 compounds, 0.31% hits; FITC-arrestin peptide / GST-AP2 beads; AP2 beta2 appendage carries R879A mutation; AID 504490, 2011;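 active = inhibition above a set limit, near 3 SD of compounds lacking own fluorescence, cut at about 54% in these data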;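 note: plate controls were DMSO wells for no effect and 5 µM unlabelled arrestin peptide for full effect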
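Test system: GST-tagged AP2 beta2-adaptin appendage (R879A) on 4 µm glutathione beads; also added: fluorescein-tagged arrestin peptide at 50 nM final; timing: 12 min plus 1 h, RT; signal: flow cytometry, FL1 (488/535 nm); read-out: percent drop in bead-associated FITC signal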
* marks the source's active call; other numbers are inactive results; · = not tested or not shown.

SMILES | dFosB activator | Mot1-301 SUMO | SR-BI DiI-HDL act | Pemphigus Ab inh | PKA-R1A act | CDK5 inh | MITF TRPM1 HTS | SR-BI DiI inh | PKA-R2B activ | NSD2 inh | Arrestin-AP2 inh
Cc1cc(C)cc(N(CC(=O)NC2CCCC2)C(=O)CCC(=O)Nc2nc(C)cs2)c1 | -5 | 0 | · | 81 | -4 | -0.5 | · | · | -5 | 15 | 2
COc1ccc(NC(=O)CSc2nnc(CNC(=O)c3cccs3)o2)c(OC)c1 | 1 | -9 | 24 | 103 | -5 | 0.6 | 8 | -24 | 3 | -6 | -4
COC(=O)COc1nsnc1N1CCOCC1 | 0 | -9 | 7 | 114 | -1 | -5.0 | -7 | -7 | 1 | -3 | -6
O=C(/C=C/c1ccccc1)N/C(=C/c1ccccc1)C(=O)N1CCOCC1 | -2 | -6 | 19 | 101 | -7 | -0.3 | 18 | -19 | 2 | 12 | 1
CCOC(=O)C1CCN(C(=O)CCS(=O)(=O)c2ccc3c(c2)CCN3C(=O)CC)CC1 | -4 | -10 | -12 | 88 | 15 | -0.2 | -4 | 12 | 3 | 0 | 11
CCC(=O)Nc1cccc(C2=NOC3(C2)C[C@@H](C(N)=O)N(C(=O)c2cc([N+](=O)[O-])cc([N+](=O)[O-])c2C)C3)c1 (some centres undefined) | -3 | -31 | 2 | 102 | -19 | -0.2 | 11 | -2 | -13 | · | 0
Cc1cccc(-c2noc(-c3cc4ccccc4oc3=O)n2)c1 | 1 | · | 9 | 99 | -13 | 0.4 | 59 | -9 | -3 | 0 | 8
Cc1[nH]c2ccccc2c1C(=O)CN1C(=O)NC2(CCCCCC2)C1=O | -7 | 21 | -12 | 102 | -6 | 2.3 | -10 | 12 | -2 | 35 | -9
C=CCn1c(SCC(=O)Nc2sccc2C(N)=O)nc2ccc(Cl)cc2c1=O | -7 | 1 | 6 | 107 | 4 | 1.0 | -19 | -6 | -3 | -1 | 23
CCN(CC)C(=O)COC(=O)c1cc(-c2ccco2)nc2ccccc12 | -21 | · | -29 | 112 | -12 | -1.1 | -12 | 29 | -1 | -1 | 14
COc1ccc2c(=O)c(N3C(=O)c4ccccc4C3=O)coc2c1 | -1 | -11 | 8 | 92 | -7 | 0.0 | · | -8 | -7 | -4 | -12
COc1ccccc1NC(=O)c1cc(Cl)nnc1Cl | -6 | 6 | 2 | 95 | -2 | 0.5 | -8 | -2 | -10 | -1 | 11
N#CCCN(C(=O)c1cc2c(s1)-c1ccccc1S(=O)(=O)C2)c1ccccc1 | -6 | -1 | -10 | 108 | -1 | · | 8 | 10 | -10 | 3 | 32
COc1cc(C2Nc3cccc4cccc(c34)N2)ccc1O | 52* | -15 | 4 | 101 | 1 | -0.1 | 14 | -4 | -4 | · | 30
CCOC(=O)c1c(/N=C/c2cccc([N+](=O)[O-])c2O)sc2c1CCC2 | -6 | 4 | -10 | 87 | -10 | -0.8 | -12 | 10 | -9 | 9 | -6
COc1ccccc1N1CCN(C(=O)c2ccc(CS(=O)(=O)c3ccccc3OC)o2)CC1 | 3 | 4 | 8 | 100 | -12 | 2.1 | · | -8 | -13 | 1 | 12
COc1ccc(-n2cccc2/C=C2\C(=N)N3N=C(c4ccco4)SC3=NC2=O)cc1 | -1 | 3 | 15 | 84 | -9 | -0.3 | -16 | -15 | -4 | 18 | 0
COc1cc(/C=N/NC(=O)c2nnn(-c3nonc3N)c2C(C)C)ccc1O | -3 | -9 | -31 | 86 | 16 | -0.5 | 10 | 31 | 8 | 2 | 19
O=C(Nc1ccc(S(=O)(=O)Nc2ncccn2)cc1)c1ccc(S(=O)(=O)N2CCCC2)cc1 | -6 | 6 | -21 | 111 | -4 | -2.4 | -1 | 21 | 11 | 3 | 5
CCOc1ccc(C(=O)NC(C(=O)NCCc2ccc(S(N)(=O)=O)cc2)C(C)C)cc1 (centres undefined) | -8 | 46 | 4 | 85 | 6 | 0.4 | -6 | -4 | 7 | 7 | 33
COCC(C)NC(=O)CSc1nc2ccccc2n1CCc1ccccc1 (centres undefined) | 4 | 4 | -11 | 103 | -5 | 1.1 | -1 | 11 | -6 | -2 | -10
COc1ccccc1CNC(=O)c1ccc(NS(C)(=O)=O)cc1 | -7 | -2 | 4 | 126 | -5 | -2.0 | -2 | -4 | 8 | 30 | 52
C/C(=N/NC(=O)CNS(=O)(=O)c1ccccc1)c1ccc(Br)cc1 | 1 | 4 | -6 | · | -4 | 1.1 | 18 | 6 | 3 | -2 | -2
O=C1C=C(NS(=O)(=O)c2ccccc2)C(=O)c2ccccc21 | -2 | · | 17 | 90 | -6 | 1.6 | -65 | -17 | 2 | 16 | -2
O=S(=O)(/N=C(/Nc1ccc(F)cc1F)c1ccccc1)c1ccccc1 | 0 | 14 | 23 | 97 | -14 | -0.7 | 3 | -23 | -12 | -1 | 7
COc1ccccc1NC(=O)c1nnn(CC(=O)Nc2cccc(SC)c2)c1N | 2 | -11 | -22 | 64 | 6 | 0.9 | -6 | 22 | -5 | 4 | 6
Cc1cc(S(=O)(=O)N2CCN(c3ncccn3)CC2)ccc1-n1cnnn1 | 4 | -9 | 13 | 87 | 3 | -0.1 | 4 | -13 | 1 | -6 | 3
CCCCN(CC)CCCNC(=O)c1cc2c(=O)[nH]c3ccccc3c2s1 | -47 | -15 | 19 | 101 | -4 | 0.8 | 44 | -19 | -5 | 28 | 3
CCOC(=O)c1cc(C(=O)NN)c(=O)[nH]c1C | -2 | 354 | 11 | 114 | 3 | 2.1 | 1 | -11 | -8 | -4 | -3
COc1ccc(N2C(=O)CCC(C(=O)N3CCN(c4ccccn4)CC3)C2c2ccc(F)cc2)cc1 (centres undefined) | 0 | -18 | -3 | 100 | 8 | -1.1 | 1 | 3 | -5 | -1 | 12
CCCCC1=CC2=C(c3ccco3)C(=O)C(C)(OC(=O)c3ccc(OC)cc3)C(=O)C2=CN1CC(C)C (centres undefined) | -1 | 604 | 3 | 93 | -2 | 0.4 | 4 | -3 | 9 | · | 16
Cc1ccc2nc(SCC(=O)Nc3nnc(SCC(N)=O)s3)[nH]c2c1 | 0 | 2 | 2 | 109 | 1 | 0.1 | -26 | -2 | -10 | -2 | -4
O=C(CSc1ccc2nnc(-c3cccc(F)c3)n2n1)N1CCCc2ccccc21 | -1 | 19 | 45 | · | 5 | 0.4 | 14 | -45 | 6 | -2 | 19
Nc1ccc(C(=O)n2c3ccccc3c3ccccc32)cc1 | 6 | · | -91 | 105 | -16 | 0.4 | -55 | 91* | -9 | -1 | 4
CS(=O)(=O)c1ccc(C(=O)OCC(=O)N2CCCc3ccccc32)cc1 | -6 | 15 | 16 | 103 | -3 | 0.0 | -4 | -16 | -4 | -3 | -7
COc1ccc2cc(C(c3nnnn3C3CCCCC3)N3CCCCCC3)c3nnnn3c2c1 (centres undefined) | -1 | -21 | -80 | 77 | -13 | 0.4 | -6 | 80* | -4 | -4 | 2
O=C(COc1ccc(-n2cnnn2)cc1)Nc1ccc(Br)cc1F | -2 | -18 | 4 | 93 | 9 | 1.1 | 0 | -4 | -2 | 16 | 26
COCC(=O)Nc1ccc(OCc2ccccc2)cc1 | 6 | -14 | 11 | 105 | 14 | 2.1 | 75 | -11 | -14 | · | 3

Of the compounds above, these have two or more sulfur atoms.
SMILES | dFosB activator | Mot1-301 SUMO | SR-BI DiI-HDL act | Pemphigus Ab inh | PKA-R1A act | CDK5 inh | MITF TRPM1 HTS | SR-BI DiI inh | PKA-R2B activ | NSD2 inh | Arrestin-AP2 inh
COc1ccc(NC(=O)CSc2nnc(CNC(=O)c3cccs3)o2)c(OC)c1 | 1 | -9 | 24 | 103 | -5 | 0.6 | 8 | -24 | 3 | -6 | -4
C=CCn1c(SCC(=O)Nc2sccc2C(N)=O)nc2ccc(Cl)cc2c1=O | -7 | 1 | 6 | 107 | 4 | 1.0 | -19 | -6 | -3 | -1 | 23
N#CCCN(C(=O)c1cc2c(s1)-c1ccccc1S(=O)(=O)C2)c1ccccc1 | -6 | -1 | -10 | 108 | -1 | · | 8 | 10 | -10 | 3 | 32
O=C(Nc1ccc(S(=O)(=O)Nc2ncccn2)cc1)c1ccc(S(=O)(=O)N2CCCC2)cc1 | -6 | 6 | -21 | 111 | -4 | -2.4 | -1 | 21 | 11 | 3 | 5
Cc1ccc2nc(SCC(=O)Nc3nnc(SCC(N)=O)s3)[nH]c2c1 | 0 | 2 | 2 | 109 | 1 | 0.1 | -26 | -2 | -10 | -2 | -4
